Screening results (PubChem BioAssay)
F508del corr: correctors of CFTR F508del function in bronchial epithelial cells | CFBE cells, YFP halide quenching; stimulated with forskolin plus potentiator P3; % fluorescence drop versus neutral controls | activity (quench increase), % at 7.58 µM | 350,000 compounds, 0.36% hits | AID 720511;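 active means mean added fluorescence quench of at least 8% versus neutral control, with both replicates also reaching 8%; inconclusive means only one of the mean or replicate conditions met; inactive means mean below 8% and not both replicates reaching 8%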;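 further: cells transiently co-express mutant CFTR-F508del with the halide-sensitive YFP; corrector assay measuring rescue of mutant channel to the surface after 24 h compound exposure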
INS-1E GSIS act: GLuc luminescence reporter in INS-1E cells, primary screen for activators of glucose-dependent secretion of insulin. 370,000 compounds, 0.61% hits. activation, % at 16.6 µM. INS-1E GLuc reporter insulin secretion, 2-3 h. AID 743287;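 active means lowest replicate activation of at least 40%, so every replicate reaches that level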;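 further: 0% = median of neutral control wells and 100% = median of IBMX positive control wells; some compounds called inactive have numbers as strong as hits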
EWS-Fli block: EWS/Fli transcriptional activity inhibition. AID 651661. inhibition, % at 12.6 µM. A673 NR0B1-luciferase reporter, viability-normalised. 350,000 compounds, 0.67% hits;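 active means mean inhibition of at least 50% after viability correction, with every replicate also passing that limit; inconclusive means mean reaches 50% but only one of two replicates passes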;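 further: firefly luciferase signal divided by Alamar Blue viability fluorescence both relative to DMSO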
miR122 inh: blocks miR-122 activity in Huh7 sensor cells | Huh7 miR-122 Renilla luciferase sensor, 48 h; neutral wells = 0, positive control = 100 | activation (reporter increase), % at 12.5 µM | 340,000 compounds, 0.3% hits;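 active means mean replicate activation score at least 90 and every replicate individually at or above 90; inconclusive means only one of the two criteria met; inactive means neither criterion met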;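 further: higher luciferase means less miR-122 activity so hits act as miR-122 inhibitors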
PAX8 reporter: PAX8 transcriptional activity inhibition | RMG-I TPO-luciferase reporter, SteadyGlo, 24 h | inhibition, % at 12.6 µM | 360,000 compounds, 1.2% hits | AID 652154;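 active means mean replicate inhibition at least 60% with every replicate also reaching 60%; inconclusive means only one of the two criteria is met; inactive means mean below 60% and not all replicates reaching 60%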;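 further: luciferase light reporting Pax8 driven TPO promoter activity; plate controls were median of neutral control wells for no effect and mitoxantrone controls for full effect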
FN deposition inh: fibronectin deposition inhibition; AH1F fibroblasts, Alexa488-fibronectin deposition fluorescence, overnight; AID 743247; inhibition, % at 12.6 µM; 350,000 compounds, 0.086% hits;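 active means mean inhibition across replicates of 30% or more, regardless of how many single replicates reach that level; inconclusive means mean under 30% yet at least half of replicates reach 30%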;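 further: positive control wells lacked labelled fibronectin entirely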
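Material – AH1F fibroblast monolayer, labelled fibronectin deposition · Reagent – labelled fibronectin 24 nM · Timing – 1 h adhesion, overnight exposure · Measured by – fluorescence at 485 nm excitation, 525 nm emission · Read-out – inhibition of fibronectin deposition signal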
DENV2 CPE rescue: protects cells from dengue virus 2 cytopathic effect | DENV2-infected cells, cytopathic effect rescue, plate reader | CPE inhibition, % at 9.99 µM | 350,000 compounds, 1.7% hits; in the data active means CPE inhibition above about 20%, passing the limit was not always enough; inconclusive means no clear call, values can overlap the other calls; tested in BHK-21 cells;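 further: 0% = median of neutral control wells and 100% = median of positive control wells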
* hit, by the source's call; ? = inconclusive; . = no result given; & = joins results of further samples; [ ] = remark or other dose.

SMILES	F508del corr	INS-1E GSIS act	EWS-Fli block	miR122 inh	PAX8 reporter	FN deposition inh	DENV2 CPE rescue
CNC[C@H]1OCCCC[C@H](C)Oc2ccc(NC(=O)CCCN(C)C)cc2C(=O)N([C@@H](C)CO)C[C@@H]1C	-0.9	.	0	-2[16.7 µM]	-17	.	-9
Cc1cccc(C(=O)Oc2coc(CSc3nnc(NC(=O)C4CC4)s3)cc2=O)c1	.	-5	.	.	-6	-4	.
Cc1cc(OCC(=O)NC2CC(C)(C)NC(C)(C)C2)c2c(C)c(C)c(=O)oc2c1	0.8	0	6	9	-100	8	9
Cc1cc(C)n(C(=O)N(c2ccccc2)c2ccccc2)n1	-4.1	19	-4	-3	8	7	-5
CCN1C(=O)[C@H]2[C@H]3CN=C(SCc4ccc(Cl)cc4)N3[C@@](Cc3ccccc3)(C(=O)OC)[C@H]2C1=O	3.4	-17	0	-5	24	-1	17
CC(=O)Nc1cccc(-n2nnc(SCC(=O)c3ccccc3)n2)c1	1.5	0	-79	6	4	-5	-4
CC(C)NC(=O)N1C[C@H]2[C@@H](c3ccccc31)[C@H](CO)N2C(=O)c1ccc(F)cc1	-0.4	-4	1	25[16.7 µM]	1	.	5
CC(C)OC(=O)c1ccc(NCc2cc(O)ccc2O)cc1	-1.8	.	69*	6	40	10	51*
CC(=O)NC(c1ccccc1)c1nc(-c2cccc(C(C)C)c2)cs1 (configuration not stated)	-1.1	-28	-1	0	11	-1	2
CCCc1cc(=O)oc2c3c(cc(OCC(=O)N4CCC(C(=O)O)CC4)c12)OC(C)(C)CC3	-0.5	-3	3	-3	.	.	-4
CCOC(=O)/C=C1\SC(C)C(=O)N1CC(=O)N(CCC#N)c1ccccc1 (configuration not stated)	-2.4	0	3	-6	6	0	1
N#Cc1c(Nc2ccccc2)s[nH]c1=O	-5.7	.	12	.	-36	4	3
CS(=O)(=O)c1ccc(Cl)c(NC(=O)CCc2ccccc2)c1	-4.1	-4	7	.	9	2	2
COc1ccccc1NC(=O)C12CC3CC(C1)CC(c1ccc(C)cc1)(C3)C2	.	.	.	1	23	-2	.
CCN(C(=O)CN1C(=O)c2ccc([N+](=O)[O-])cc2C1=O)C1CCS(=O)(=O)C1 (configuration not stated)	-2.9	13	4	-4	3	6	1
O=C(Nc1ccc(CN2CCS(=O)(=O)CC2)cc1)c1ccc(Cl)cc1	0.4	32	-20	-1	-28	0	4
O=C(Nc1ccc(N2CCN(C(=O)c3ccccc3)CC2)c(Cl)c1)c1ncn[nH]1	-3.0	-25	14	28	14	1	-1
COc1ccc(/C=C(/NC(=O)c2ccc(C)cc2)C(=O)NCC2CCCO2)cc1 (configuration not stated)	-3.2	6	-10	2	4	-1	2
Cc1cccc(NC(=S)NC(=O)c2cc(-c3ccccc3)nc3ccccc23)c1	.	.	.	-8	12	5	.
O=C(c1cc2ccccc2o1)N(Cc1nnc(-c2ccccc2Cl)o1)C1CC1	3.0	-5	-73	-3	0	-6	-1
Cc1cn([C@H]2C[C@H](O)[C@@H](CNCc3ccc(F)c(N4CCOCC4)c3)O2)c(=O)[nH]c1=O	-3.6	5	-9	-2	-25	11	?
CCOCCOC(=O)c1[nH]c2c(c1C)C(=O)CC(c1ccc(N(C)C)cc1)C2 (configuration not stated)	-1.0	0	-2	-7	-14	-7	-9
C/C(=N/NC(=O)c1cccs1)c1c(C)[nH]n(-c2nc3ccccc3s2)c1=O	-1.3	-7	13	.	-30	-17	-2
C[C@@H]1CCCCO[C@@H](CN(C)CC2CC2)[C@H](C)CN([C@@H](C)CO)C(=O)c2cc(NS(=O)(=O)c3ccc(Cl)cc3)ccc2O1	4.7	.	-5	11[16.7 µM]	-11	.	.
CCOc1ccccc1C(=O)N/N=C/c1c[nH]c2ccccc12	-1.0	-2	34	2	28	15	-1
SMILES	F508del corr	INS-1E GSIS act	EWS-Fli block	miR122 inh	PAX8 reporter	FN deposition inh	DENV2 CPE rescue
CCCn1nnnc1NCc1ccc(N(CC)CC)cc1	1.2	-10	9	3	4	6	8
CC(=O)N(C)C[C@H]1[C@H](c2ccc(C3=CCCC3)cc2)[C@H](CO)N1CC1CC1	0.9	-19	-8	14[16.7 µM]	-2	1	1
COCC(=O)N1[C@H](C#N)[C@H](c2ccccc2C2=CCCCC2)[C@@H]1CO	-3.2	1	-1	.	.	-10	16
O=C(C[C@H]1C=C[C@H](NC(=O)Nc2cc(F)ccc2F)[C@@H](CO)O1)NCc1ccc2c(c1)OCO2	-0.5	3	.	.	.	2	1
CCc1ccc(C(=O)COC(=O)CNC(=O)CNS(=O)(=O)c2ccccc2)cc1	1.0	.	-1	-3	.	-1	0
CNC(=O)C[C@@H]1CC[C@@H]2[C@H](COC[C@@H](O)CN2Cc2ccc(Cl)c(Cl)c2)O1	-1.2	2	14	2[16.7 µM]	-10	5	-1
CCC(C)Sc1ccc([C@@H]2[C@H]3C(=O)N(CC)C(=O)[C@H]3[C@]3(C(=O)OC)CCCN23)cc1OC (some centres not stated)	-3.8	-20	-89	-7	-13	-9	.
O=c1[nH]c2ccccc2c(=O)n1CCCO	-0.7	.	5	-3	.	.	-4
CCCCn1cnc2c(SCc3ccc([N+](=O)[O-])cc3)nc(N)nc21	0.8	-7	-11	.	19	5	-9
C=CCOc1ccc2c(c1)CCC1C2CCC2(C)C(O)C(O)CC12 (configuration not stated)	-3.0	47*	-24	11	-74	8	-7
Cc1ccc(S(=O)(=O)Nc2ccc3c(c2)CC(=O)N([C@@H](C)CO)C[C@@H](C)[C@@H](CN(C)Cc2ccccc2)O3)cc1	-1.2	-8	-1	-11[16.7 µM]	-1	.	16
COc1ccc(N2CC(C(=O)N/N=C/c3cccs3)CC2=O)cc1 (configuration not stated)	2.6	2	9	.	15	-6	.
Nc1ccc(-c2nnc(-c3ccc(-c4ccccc4)cc3)o2)cc1	.	.	.	-1	-160	-4	.
Nc1nc2ccc(Br)cc2o1	-1.7	4	-14	-5	1	.	0
Cc1cc(C)nc(NS(=O)(=O)c2ccc(NC(=O)c3ccc4c(c3)OCCO4)cc2)n1	-1.1	-16	-1	.	-6	-8	-8
CN(C)/C=C1\N=C(c2cccnc2Oc2ccc(Cl)cc2)OC1=O	1.3	.	18	0	9	17	-3
C[C@H](CO)N1C[C@H](C)[C@@H](CN(C)C(=O)Nc2ccc(C(F)(F)F)cc2)Oc2c(NS(=O)(=O)c3cccs3)cccc2C1=O	-2.6&-3.1	-15&-20	1&-5	20[16.7 µM]	9	26	2&6
C[C@H]1CCCCO[C@H](CN(C)C(=O)Nc2ccccc2)[C@@H](C)CN([C@@H](C)CO)C(=O)c2cc(NC(=O)Nc3ccccc3)ccc2O1	-1.3	-16	.	-2[16.7 µM]	21	11	6
CCOC(=O)c1ccc(N=c2scc(C)n2CC)cc1	-0.4	-9	-36	4	-108	14	-7
CCCNC(=O)C[C@@H]1CC[C@@H]2[C@H](COc3ccc(NC(=O)NCCC)cc3C(=O)N2C)O1	-2.9	7	.	.	.	2	3
Nc1cccc(C(=O)OCC(=O)c2ccccc2)c1	.	14	.	.	-125	3	.
C[C@H]1CN([C@@H](C)CO)C(=O)CCCn2nncc2CO[C@@H]1CN(C)C(=O)Nc1ccccc1F	0.6&2.5	-7&-1	1&4	2[16.7 µM]	-8&-29	1&1	12&13
C[C@H]1CCCCO[C@H](CN(C)C(=O)Nc2ccc(F)cc2)[C@@H](C)CN([C@@H](C)CO)C(=O)c2cc(NC(=O)Cc3ccccc3)ccc2O1	-0.2	-41	4	-7[16.7 µM]	-3	.	-11
CC#CCN1c2ccccc2[C@]23C[C@@H](C(=O)OC)N(C(=O)OCC)C2=NC(C(=O)OC)=C(C(=O)OC)[C@H]13	0.3	-26	-1	3	6	7	3
COC(=O)Cc1cc(=O)[nH]c(/N=C(\N)Nc2ccc(C)cc2)n1	-1.6	2	-13	0	.	.	.

Pulled by structure from the list above, three records:
SMILES	F508del corr	INS-1E GSIS act	EWS-Fli block	miR122 inh	PAX8 reporter	FN deposition inh	DENV2 CPE rescue
CNC[C@H]1OCCCC[C@H](C)Oc2ccc(NC(=O)CCCN(C)C)cc2C(=O)N([C@@H](C)CO)C[C@@H]1C	-0.9	.	0	-2[16.7 µM]	-17	.	-9
COc1ccccc1NC(=O)C12CC3CC(C1)CC(c1ccc(C)cc1)(C3)C2	.	.	.	1	23	-2	.
C/C(=N/NC(=O)c1cccs1)c1c(C)[nH]n(-c2nc3ccccc3s2)c1=O	-1.3	-7	13	.	-30	-17	-2

(next part)
SMILES	F508del corr	INS-1E GSIS act	EWS-Fli block	miR122 inh	PAX8 reporter	FN deposition inh	DENV2 CPE rescue
O=C(Nc1ccccc1C(=O)O)c1cc(S(=O)(=O)Nc2cccc(F)c2)ccc1Cl	7.6	-5	1	-10	11	0	12
C[C@H](CO)N1C[C@H](C)[C@H](CN(C)C(=O)Nc2ccccc2)Oc2ccc(N(C)C)cc2C1=O	1.4	8	-4	-3[16.7 µM]	18	.	7
COc1cccc(-c2ccc3c(c2)O[C@H](CN(C)Cc2ccncc2)[C@@H](C)CN([C@@H](C)CO)S3(=O)=O)c1	1.4	-39	35	0[16.7 µM]	44	-3	-2
CN1c2ccc(-c3ccccc3)cc2[C@H]2[C@H](CCN2C(=O)Cc2cccnc2)[C@H]1CO	1.2	6	-1	12[16.7 µM]	-9	-15	-5
CN(C)CCCNC(=O)[C@@H]1[C@@H](CO)[C@@H]2Cn3c(ccc(-c4cccc(C(=O)N(C)C)c4)c3=O)[C@H]1N2	2.6	4	2	-1[16.7 µM]	-8	.	-6
O=C(O)c1ccc(/C=N/n2c(C3CCCCC3)n[nH]c2=S)cc1	3.6	63*	-1	1	-2	8	3
O=C(Cn1cncn1)N/N=C/c1ccc(Cl)cc1	.	17	.	-3	-8	-2	.
CC(C)(C)C(=O)NNC(=O)c1cc(C(C)(C)C)nn1Cc1ccccc1	0.3	.	-42	.	21	-6	-1
CCOC(=O)[C@]12CCC=C1N(Cc1ccco1)C(=O)[C@H](CC(=O)NCc1ccccc1)C2	-3.8	2	-3	.	-14	5	-7
CCc1ccc([C@@H]2CC=C(C(=O)O)[C@H](c3ccc(Cl)cc3)N2S(=O)(=O)c2ccc(C)cc2)cc1	-0.3	.	-4	.	27	5	-8
COc1ccccc1-c1ccc([C@@H]2[C@@H](CO)N(C(=O)C3CC3)[C@H]2C#N)cc1	3.2	9	-4	.	12	7	-7
O=C(NCCNc1nccc(C(F)(F)F)n1)c1cccs1	-0.8	1	16	-7	5	-2	0
Cc1sc2ncnc(N3CCC(C(=O)Nc4sc5c(c4C(N)=O)CCC(C)C5)CC3)c2c1C (configuration not stated)	0.6	7	8	-4	21	5	16
Cc1noc(C)c1S(=O)(=O)N(C)C[C@H]1OCc2ccccc2-c2c(n(C)c3ccccc23)C(=O)N([C@H](C)CO)C[C@H]1C	2.5	2	6	.	11	5	-3
COc1cccc(NC(=O)Cc2ccc3ccccc3c2)c1	1.1	6	-19	2	9	4	-2
O=C(CCCn1cnc([N+](=O)[O-])n1)Nc1ccc(F)c(Cl)c1	0.4	-2	8	.	-2	1	1
Cc1cc(C)nc(SC(C)C(=O)Nc2ccc(S(N)(=O)=O)cc2)n1 (configuration not stated)	.	.	.	3	5	2	.
COc1ccc(NC(=O)c2cc(C3CCCCN3C(=O)c3cc(F)ccc3C)on2)c(C)c1 (configuration not stated)	3.7	.	6	-4	12	14	3
Cc1noc(C)c1S(=O)(=O)Nc1ccc2c(c1)CC(=O)N([C@@H](C)CO)C[C@@H](C)[C@H](CN(C)C(=O)Nc1ccc(C(F)(F)F)cc1)O2	-0.4	-20	8	1[16.7 µM]	-12	3	-1
CN(C)C(=O)c1ccc(-c2ccccc2[C@@H]2[C@@H](CO)N(C(=O)C3CC3)[C@H]2C#N)cc1	1.5	-8	61*	.	.	-4	4
NCCOc1ccc(C23CC4CC(CC(C4)C2)C3)cc1	-5.3	.	-17	-8	-21	29	15
